TexasRed fluor: Texas Red fluorescence interference in TRb-SRC2 counter-screen; TRb/SRC2 Texas Red total fluorescence interference; Potency, µM (top dose mostly 106 µM), for the others: top-dose fluorescence change, negative = quenching; actives 0.29% (n = 280,000); AID 1479; active = well fitted curve in either direction with a large enough effect; inconclusive = small, poorly fitted or top-dose-only effect; note: potency is the fitted concentration of half-maximal effect; % is set by controls: 0 for no effect and ±100 for the full control effect
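Flags fluorescent or light-absorbing compounds by total fluorescence, S + 2P, at 555 nm excitation and 632 nm emission. Mixture: 20 nM Texas Red SRC2 peptide, 0.6 uM human TRb LBD, 1 uM T3, 5% DMSO; compound exposure 5 h at ambient temperature.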
aGal spleen mod: inhibitors or activators of human alpha-galactosidase in spleen homogenate. P06280. human spleen homogenate, 4MU-alpha-Gal fluorescence, 40 min. Potency, µM (highest dose often 80 µM), for the others: at the top dose activity change, negative = inhibition, most hits filed as inhibitors. actives 0.008% (n = 240,000);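 note: potency is the fitted concentration of half-maximal effect; 0% = enzyme with vehicle and -100% = no enzyme basal signal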
Target sequence (P06280 32-429 limits assumed): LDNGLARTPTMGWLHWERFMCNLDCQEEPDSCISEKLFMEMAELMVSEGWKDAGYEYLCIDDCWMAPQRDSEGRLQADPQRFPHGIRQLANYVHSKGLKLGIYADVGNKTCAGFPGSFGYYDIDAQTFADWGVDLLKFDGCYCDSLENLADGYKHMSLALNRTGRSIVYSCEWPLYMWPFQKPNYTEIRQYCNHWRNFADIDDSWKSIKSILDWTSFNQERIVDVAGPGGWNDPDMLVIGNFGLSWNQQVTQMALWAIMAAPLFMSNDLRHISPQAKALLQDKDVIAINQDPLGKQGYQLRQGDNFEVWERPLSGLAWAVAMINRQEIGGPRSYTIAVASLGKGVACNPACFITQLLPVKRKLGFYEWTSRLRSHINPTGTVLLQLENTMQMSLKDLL
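Inhibition or activation of alpha-galactosidase in human spleen homogenate is scored by 4-MU fluorescence after 40 min at 37C, pH 5.0, with 1 mM substrate. AC50s come from concentration-response fitted to the Hill equation.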
Tau FP inhib: tau fibrillization inhibition (FP). Potency, µM (titrated, usually from 57.7 µM), for inactives: top-dose activity, negative = inhibition, actives largely listed as inhibitors. AID 1468. actives 0.39% (n = 280,000). K18 P301L tau heparin fibrillization, Alexa594 FP, 6 h. P10636; note: potency is the fitted concentration of half-maximal effect; % is set by controls: 0 for no effect and ±100 for the full control effect; nearly all actives have a fitted effect of over 55% in size
Target sequence (P10636 561-689 P618L limits assumed): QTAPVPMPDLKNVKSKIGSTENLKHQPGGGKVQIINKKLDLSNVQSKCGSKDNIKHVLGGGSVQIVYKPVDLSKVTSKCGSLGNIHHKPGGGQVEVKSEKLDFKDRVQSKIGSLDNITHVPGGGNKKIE
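Human tau K18 […] P301L fragment, 15 uM unlabeled plus 0.24 uM Alexa 594-labeled tau (final), with compound and 20 uM heparin in 100 mM sodium acetate pH 7; 6 hr at 37 C, then Alexa 594 FP read.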
Tau fluor cs: counter-screen for tau fibril formation inhibitors; tau K18 P301L (four-repeat tau fragment) Alexa594 fluorescence, heparin fibrillization; Potency, µM (highest dose often 57.7 µM), for inactives: at the highest dose activity change, negative = decrease; actives 0.93% (n = 280,000); AID 1463; note: potency is the fitted concentration of half-maximal effect; % is set by controls: 0 for no effect and ±100 for the full control effect; nearly all actives have a fitted effect of over 55% in size
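Human K18 P301L tau (15 uM unlabeled plus 0.24 uM Alexa 594-labeled, final) in 100 mM sodium acetate pH 7 was mixed with compound and 20 uM heparin and incubated 6 hr at 37 C.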
CBFb RUNX1 block: inhibitors of human CBF-beta and RUNX1 interaction. Potency, µM (series often up to 59.8 µM), inactives show at the top dose activity, negative = inhibition, hits mostly inhibitors. AlphaScreen CBFb-His/RUNX1-biotin binding, biochemical. 230,000 tested, under 10 active. Q01196+Q13951. AID 1477; note: % of control where 0% means no effect
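Room-temperature protein-protein interaction test with 30 nM each of His-tagged CBF-beta and biotinylated RUNX1, 15 min with compound, then 90 min with nickel plus streptavidin beads. Signal read in AlphaScreen mode.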
Epigenetic derep: regulators of epigenetic silencing causing reporter derepression in mouse cells; actives 0.2% (n = 280,000); Potency, µM (series often up to 53.9 µM), for the others: at the highest dose GFP activation, hits mostly activators; murine LDR cells, GFP reporter derepression, 30 h; AID 1865; note: potency is the fitted concentration of half-maximal effect; % of control where 0% means no effect; nearly all actives have a fitted effect of over 60% in size
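Murine LDR cells carrying a silenced, genomically integrated CMV-driven GFP reporter were exposed to compound for 30 hours at 37 C. After PBS washes, GFP-positive cells (20–120 um objects) were counted by laser-scanning microplate cytometry.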
NPSR antagonist: antagonists of human neuropeptide S receptor cAMP signaling | actives 1% (n = 220,000) | Q6W5P4 | Potency, µM (series often up to 38.3 µM), without a hit: top-dose activity change, negative = inhibition, most hits filed as inhibitors | CHO-NPSR cells, cAMP TR-FRET, antagonist mode; note: potency is the fitted concentration of half-maximal effect; % is set by controls: 0 for no effect and ±100 for the full control effect; nearly all actives have a fitted effect of over 50% in size; many of its hits are not listed in these tables
TRb SRC2 PPI: disrupts binding of human TR beta to SRC2; P10828; TRbeta-SRC2 peptide binding, fluorescence polarization; receptor liganded with 1 µM T3; Potency, µM (doses to about 106 µM), for inactives: top-dose activity change, negative = inhibition, actives largely listed as inhibitors; actives 0.065% (n = 280,000);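 note: potency is the fitted concentration of half-maximal effect; plate controls were bound peptide for no effect and peptide without receptor for full effect; nearly all actives have a fitted effect of over 50% in size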
Target sequence (P10828 whole entry, looked up): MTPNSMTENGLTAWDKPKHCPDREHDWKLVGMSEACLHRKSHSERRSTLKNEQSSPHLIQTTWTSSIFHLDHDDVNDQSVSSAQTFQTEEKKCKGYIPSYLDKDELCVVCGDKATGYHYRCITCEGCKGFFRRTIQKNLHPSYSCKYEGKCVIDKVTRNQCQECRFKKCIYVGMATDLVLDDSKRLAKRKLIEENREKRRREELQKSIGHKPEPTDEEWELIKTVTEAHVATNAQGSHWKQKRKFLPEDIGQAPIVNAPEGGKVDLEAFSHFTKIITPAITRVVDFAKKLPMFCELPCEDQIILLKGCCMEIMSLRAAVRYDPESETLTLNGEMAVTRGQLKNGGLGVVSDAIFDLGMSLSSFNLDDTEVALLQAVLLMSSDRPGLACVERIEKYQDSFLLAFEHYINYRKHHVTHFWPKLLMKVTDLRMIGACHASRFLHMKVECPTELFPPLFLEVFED
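A fluorescence polarization screen tested compounds at multiple concentrations against complex formation between 0.6 uM TRb ligand-binding domain and 20 nM Texas Red SRC2 peptide, with 1 uM T3 present; readout after 5 hr.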
* marks the source's active call; other numbers are inactive results; u = inconclusive; x = not tested or not shown; & = joins results of further samples; [ ] = another dose, or the depositor's remark. Unless noted, calls come from the whole dose curve; as a rule, active = well fitted curve in the direction sought with a large enough effect; inconclusive = small, poorly fitted or top-dose-only effect, or another doubt; inactive = no such curve, though single readings can be large; an effect the other way counts as inactive or inconclusive. A portion of the library; rates above refer to the full screens.

No.	SMILES	TexasRed fluor	aGal spleen mod	Tau FP inhib	Tau fluor cs
1	COc1ccc(N(C(=O)c2ccc(Br)o2)C2C=CS(=O)(=O)C2)cc1 (stereo unspecified)	-4.2%	-0.2%	-1.3%	-9.3%
2	CCOc1ccc(C/C(N)=N/n2cnnc2)cc1	-2.2%	-1.6%	6.0%	10.7%
3	CCn1c(SCC(=O)c2cc(C)n(-c3ccc(C(=O)OC)cc3)c2C)nnc1-c1cccnc1	1.6%	13.2%	3.5%	-7.0%
4	CCNC(=O)C1CCN(c2nnc(C)c3c(C)n(-c4ccc(OC)cc4)nc23)CC1	0.2%	x	0.1%	-1.7%
5	CN=C(NC#N)NCCSC[C@H]1N=CN=C1C	0.3%[53 µM]	6.8%[29.1 µM]	x	x
6	CCCC(=O)c1cc(F)c(N2CCN(S(=O)(=O)c3ccccc3)CC2)cc1C	0.8%	6.7%	-1.0%	-24.7%
7	CCOC(=O)Cc1csc(NC(=O)c2cccs2)n1	-1.8%	-14.6%	3.6%	-5.2%
8	CC1CCN(C2=NC(=O)/C(=C/c3cn[nH]c3-c3ccccc3)S2)CC1	u	4.8%	-0.6%	4.2%
9	CCOC(=O)CNC(=O)/C(=C\c1ccc(F)cc1)NC(=O)c1ccccc1	-1.2%	-1.8%	3.7%	-4.2%
10	Cc1ccccc1NC(=O)Cn1c(=O)n(Cc2ccccc2)c(=O)c2c(C)c(C)sc21	9.1%&-5.2%	-1.3%	-16.1%&-4.2%	-5.1%&-2.0%

No.	CBFb RUNX1 block	Epigenetic derep	NPSR antagonist	TRb SRC2 PPI
1	12.9%	1.1%	0.7%[46.1 µM]	-5.0%
2	-4.2%	-1.0%	-3.2%[46.1 µM]	5.3%
3	-3.8%	0.9%	-18.9%[46.1 µM]	0.4%
4	x	11.4%	x	-1.3%
5	3.8%[21.7 µM]	-0.3%[16.9 µM]	x	-0.5%[53 µM]
6	11.0%	0.0%	-24.8%[46.1 µM]	-10.7%
7	3.3%	0.7%	u	-1.0%
8	-19.1%	0.0%	-18.4%[46.1 µM]	-4.9%
9	1.4%	1.7%	5.5%	-4.0%
10	-4.4%	u	-3.1%[46.1 µM]	10.1%&9.8%

(list continues)
No.	SMILES	TexasRed fluor	aGal spleen mod	Tau FP inhib	Tau fluor cs
11	CCCCc1c(O)nc(SCC(=O)N2CCOCC2)[nH]c1=O	1.4%	-9.7%	-1.6%	-6.3%
12	CCOCCCNC(=O)/C(C#N)=C/c1ccc(C(=O)OC)cc1	-4.7%	-5.7%	2.5%	1.2%
13	COC(=O)[C@@H]1C[C@H]1[C@@H](NC(=O)Oc1ccc(F)cc1)c1ccccc1	-0.3%	-3.7%	2.6%	-15.3%
14	Cc1cc([N+](=O)[O-])nn1CC(=O)Nc1cnc2ccccc2c1	-1.4%	0.0%	-11.4%	-17.5%
15	CC(C)CC(=O)NC(=S)Nc1ccccc1C(=O)Nc1ccccc1	-1.3%	3.3%	-0.6%	-8.5%
16	CC1CCN(S(=O)(=O)N2CCC(C(=O)NC3CCCC3)CC2)CC1	1.5%	-15.6%	3.7%	-5.1%
17	CC1CCCN(S(=O)(=O)c2ccc3[nH]c(=O)cc(C(=O)NCCc4ccc(Cl)cc4)c3c2)C1 (stereo unspecified)	1.0%	x	-6.6%	1.9%
18	CC(=O)Nc1ccc2nc(NS(=O)(=O)c3ccc(C)cc3)sc2c1	-2.9%	7.9%	-2.2%	-24.8%
19	CCOC(=O)C(C)Sc1ccc2nnc(CCNS(=O)(=O)c3ccccc3)n2n1 (stereo unspecified)	0.2%&-1.5%	8.1%	-10.5%&4.7%	1.9%&2.7%
20	COc1ccc2cnn(-c3ccc(OC(F)(F)Cl)cc3)c(=O)c2c1OC	-4.4%	0.2%	-9.2%	0.3%

No.	CBFb RUNX1 block	Epigenetic derep	NPSR antagonist	TRb SRC2 PPI
11	8.5%	0.0%	-7.0%[46.1 µM]	-4.8%
12	5.5%	4.1%	u	-2.1%
13	9.4%	-2.4%	x	0.9%
14	-5.0%	3.2%	-12.5%	-6.5%
15	0.4%	-5.5%	-12.6%[46.1 µM]	3.4%
16	-5.9%	9.5%	-4.5%	-5.4%
17	x	2.5%	x	-2.0%
18	5.0%	1.1%	0.4%	1.0%
19	-0.7%	1.1%&-2.9%	-5.4%	4.9%&2.4%
20	4.8%	0.0%	31.5%	2.3%

Full records as entered above. Values in the order: TexasRed fluor | aGal spleen mod | Tau FP inhib | Tau fluor cs | CBFb RUNX1 block | Epigenetic derep | NPSR antagonist | TRb SRC2 PPI
CC1CCCN(S(=O)(=O)c2ccc3[nH]c(=O)cc(C(=O)NCCc4ccc(Cl)cc4)c3c2)C1 (stereo unspecified) is listed with 1.0% | x | -6.6% | 1.9% | x | 2.5% | x | -2.0%
CC(C)CC(=O)NC(=S)Nc1ccccc1C(=O)Nc1ccccc1 is listed with -1.3% | 3.3% | -0.6% | -8.5% | 0.4% | -5.5% | -12.6%[46.1 µM] | 3.4%
CC1CCN(S(=O)(=O)N2CCC(C(=O)NC3CCCC3)CC2)CC1 is listed with 1.5% | -15.6% | 3.7% | -5.1% | -5.9% | 9.5% | -4.5% | -5.4%

(further entries)
No.	SMILES	TexasRed fluor	aGal spleen mod	Tau FP inhib	Tau fluor cs
21	CCCn1cc(S(=O)(=O)c2ccc(CC)cc2)c(=O)c2ccccc21	0.8%	x	2.8%	-3.8%
22	O=C(c1ccc(OC2CCN(Cc3ccccn3)CC2)cc1)N1CCCCCC1	-0.6%	0.0%	7.5%	-3.1%
23	CCOC(=O)CCCNC(=O)COc1ccccc1C#N	-0.2%	4.4%	4.4%	1.8%
24	Cc1cccc(N2CN=c3s/c(=C\c4ccccn4)c(=O)n3C2)c1	-2.3%	5.9%	-1.2%	-13.9%
25	CCCN1Cc2cccc(C(=O)Nc3ccc(OC)cc3OC)c2C1=O	0.6%	x	0.6%	-26.9%
26	CC1CCN(c2nnc(-c3cccs3)c3ccccc23)CC1	-0.5%	5.8%	3.3%	-9.5%
27	O=C(CCN1CCN(c2ccccc2)CC1)N/N=C/c1ccccc1OC(F)F	-0.2%	1.5%	-0.4%	-8.0%
28	O=C(O)CCC(=O)NCc1ccc2[nH]c3c(c2c1)CCCC3	-2.4%	-11.7%	-5.6%	-1.4%
29	COc1ccc(-c2nc3scc(CCNC(=O)c4cc(OC)cc(OC)c4)n3n2)cc1	4.3%	x	1.9%	-22.5%
30	O=C(NCc1cccs1)c1cc(-c2ccc(O)cc2)on1	-2.2%	-1.8%	-8.4%	1.0%

No.	CBFb RUNX1 block	Epigenetic derep	NPSR antagonist	TRb SRC2 PPI
21	x	-1.7%	x	-0.7%
22	-2.2%	-7.2%	-0.3%	-8.5%
23	2.5%	-2.0%	5.4%[46.1 µM]	-9.5%
24	-5.6%	-4.1%	2.3%	2.6%
25	x	-0.7%	x	-7.4%
26	-3.8%	1.0%	-59.4%	-19.9%
27	-4.2%	-1.4%	-7.4%	-0.6%
28	14.5%	1.3%	-7.6%[46.1 µM]	-2.5%
29	x	-0.4%	x	6.3%
30	-1.9%	3.1%	1.4%	-4.2%

(listing goes on)
No.	SMILES	TexasRed fluor	aGal spleen mod	Tau FP inhib	Tau fluor cs
31	CC(C)(C)NC(=O)Cn1cnc([N+](=O)[O-])n1	-5.3%	-9.4%	-2.7%	-2.1%
32	COc1cc(OC)cc(C(=O)OCC(=O)Nc2ccc(N3CCCCC3)cc2)c1	-1.5%	8.7%	16.1%	-20.5%
33	NC(=O)[C@@H]1CCOc2c(F)cc([N+](=O)[O-])cc2C(=O)N[C@@H](CO)C(=O)NCC(=O)N1	-0.7%	-5.2%	-0.1%	-5.1%
34	CC(C)CC(=O)N(Cc1ccc(F)cc1)C1CCS(=O)(=O)C1 (stereo unspecified)	0.6%	-2.4%	-1.5%	-3.9%
35	Cc1cc(NC(=O)Nc2cc(C)nn2-c2ccccc2)n(-c2ccccc2)n1	-7.2%	0.5%	10.6%	-1.7%
36	CCN(CC)CCCNc1cc(C)nc2cc(-c3cccs3)nn12	0.1%	-3.2%	9.3%[2.34 µM]	-13.0%
37	COc1ccc(-c2csc3nc(C)nc(N4CCN(c5ccc(C(C)=O)cc5)CC4)c23)cc1OC	-0.4%	0.4%	2.7%	-28.1%
38	S=C(NCCN1CCOCC1)N/N=C/c1c2ccccc2cc2ccccc12	0.1%	-0.8%	2.8%	u
39	Cc1cc(NC(=O)COC(=O)C(Nc2ccc(C(F)(F)F)cc2Cl)C(C)C)no1 (stereo unspecified)	0.9%	-18.9%	u	u
40	COc1cc(C2/C(=C(\O)c3ccc4c(c3)CC(C)O4)C(=O)C(=O)N2CCCn2ccnc2)ccc1O (stereo unspecified)	0.4%	-2.0%	9.1%	-7.7%
41	CCOc1ccccc1CNC(=O)CCCN1C(=O)COc2ccc(C)cc21	-1.7%	x	3.6%	-8.8%
42	Cc1cccc(-c2nc3c4ccccc4n(Cc4cccc(Cl)c4)c(=O)n3n2)c1	2.6%	x	-8.2%	-5.4%

No.	CBFb RUNX1 block	Epigenetic derep	NPSR antagonist	TRb SRC2 PPI
31	5.2%	-0.1%	-8.5%[46.1 µM]	-16.5%
32	-5.3%	2.6%	-1.6%[46.1 µM]	1.8%
33	3.5%[2.36 µM]	7.1%	9.7%	-1.0%
34	-0.9%	-1.1%	-5.0%	3.5%
35	3.3%	3.1%	-3.0%[46.1 µM]	-1.8%
36	-27.3%	-0.1%	4.7%	-2.0%
37	-20.7%	-1.4%	-44.4%	-5.2%
38	3.3%	u	u	3.0%
39	10.9%	u	u	-19.0%
40	-1.0%	-1.1%	27.3%[46.1 µM]	-1.6%
41	x	12.3%	x	0.0%
42	x	6.5%	x	4.6%
